Screening results (PubChem)
human PMI inhibitors: human PMI inhibitors, high substrate, primary screen, biochemical, fluorescence intensity, high mannose 6-phosphate (AID 1220); recombinant PMI enzyme, coupled fluorescence intensity; higher % means a stronger effect; inhibition, % at 20 µM, or IC50 in µM where a hit was titrated; actives 0.66% (n = 190,000); in the data active = inhibition above about 50%
Yfh1-off respiration: enhancers of respiration in Yfh1-depleted yeast, dose response, Friedreich's ataxia, plus single-dose screen (AID 1465). S. cerevisiae Yfh1-off respiration, WST-1 reduction, 72 h; higher fold induction means a stronger effect. fold induction at 50 µM; hits with a dose series show EC50 in µM. actives 0.074% (n = 220,000);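 active = fold induction of absorbance versus untreated yeast above a set limit, then at least 30% activation at any dose in follow-up; inconclusive = repeats straddling the limit, or above it without dose testing; inactive = fold induction below the set limit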;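 also: activators that raise dye reduction in frataxin-depleted yeast; strong numbers were not always called active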
M1AAP inhibition: malaria alanyl aminopeptidase activity blockers – biochemical, fluorogenic H-Leu-NHMec substrate, 1536-well (AID 1445). recombinant M1AAP, H-Leu-NHMec fluorogenic kinetic assay; higher % means a stronger effect. one-dose inhibition, % at 30 µM; IC50 in µM for titrated hits. actives 0.42% (n = 220,000);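 active = primary inhibition above the hit cutoff, then over 50% inhibition at one or more dose response concentrations, cut at about 23% in these data, passing the limit was not always enough; inconclusive = conflicting primary data, or primary hits not chosen for dose response; inactive = low primary inhibition, or under 50% at every dose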;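 also: plate controls were DMSO full reaction for no effect and no enzyme background for full effect; strong numbers were not always called active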
ER stress rescue: protection against thapsigargin-triggered cell killing – 384-well, CSM14.1, ATP luminescence, primary screen (AID 1222); CSM14.1 thapsigargin-induced death rescue, ATP luminescence; higher % means a stronger effect; cellular ATP content (survival), % at 20 µM; hits with a dose series show EC50 in µM; 190,000 tested, under 10 active;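 active = EC50 below 50 µM in the dose-response confirmation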;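 also: death triggered by thapsigargin at about 15 µM added after 2 h compound pretreatment; cell ATP read after overnight thapsigargin exposure of roughly 18 to 22 hours; normalized against plate controls of thapsigargin alone and 5% DMSO vehicle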
Salmonella PhoP GFP: inhibitors of PhoP regulon expression, primary screen, Salmonella Typhimurium, GFP reporter (AID 1863); S. Typhimurium PhoP-regulated promoter GFP reporter, 4 h; higher % means a stronger effect; inhibition, % at 50 µM, or IC50 in µM where a hit was titrated; actives 0.16% (n = 300,000);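 active = inhibition over 29.93%, a cutoff 3 SD above the screen mean, later confirmed by dose response; inconclusive = inhibition over 29.93% but no dose response follow-up; inactive = inhibition at most 29.93% or unconfirmed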;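 also: 0% = low Mg2+ inducing control and 100% = high Mg2+ repressing control; strong numbers were not always called active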
West Nile virus CPE: West Nile virus antiviral activity, cell-based, CPE readout (AID 1621); actives 0.02% (n = 290,000); CPE inhibition, % at 10 µM; hits with a dose series show IC50 in µM; West Nile virus-infected cells, CPE inhibition; higher % means a stronger effect; in the data active = a potency from the dose series; inconclusive = CPE inhibition mostly from about 3.7% at the one dose, without a potency; inactive = the rest, 99 in 100 with CPE inhibition below about 2.2%; also: strong numbers were not always called active
XIAP displacement: XIAP antagonists, biochemical, IAP family, fluorescence polarization (AID 1018); displacement, % at 20 µM; hits with a dose series show IC50 in µM; actives 0.007% (n = 200,000); XIAP BIR domain, fluorescence polarization peptide displacement; higher % means a stronger effect; in the data active = displacement above about 50%; also: a part of the inactive calls stands beside numbers as strong as those of hits
P. falciparum M17LAP: P. falciparum M17LAP inhibitors, primary screen, biochemical, fluorogenic H-Leu-NHMec substrate, 1536-well (AID 1619); recombinant M17LAP, H-Leu-NHMec fluorogenic kinetic assay; higher % means a stronger effect; actives 0.38% (n = 220,000); one-dose inhibition, % at 30 µM; IC50 in µM for titrated hits;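 active = compound inhibiting the enzyme by more than half at any dose during confirmatory dose-response retesting; inconclusive = strong single-dose inhibitors picked by rank but not retested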;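 also: plate controls were full reaction with DMSO carrier for no effect and no enzyme background for full effect; strong numbers were not always called active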
Siah-1 displacement: Siah-1 peptide-binding antagonists, primary screen, biochemical, fluorescence polarization, rhodamine-plectin, uHTS (AID 1817); Siah-1 / rhodamine-plectin peptide fluorescence polarization; higher % means a stronger effect; displacement, % at 20 µM; hits with a dose series show IC50 in µM; actives 0.02% (n = 290,000);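 active = displacement of at least 50% at 20 µM, with a fluorescence ratio check between 0.3 and a set limit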;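 also: plate controls were Siah plus tracer with DMSO for no effect and tracer alone without Siah for full effect; strong numbers were not always called active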
* hit, by the source's call; i = inactive; u = inconclusive; x = no result given.

SMILES	human PMI inhibitors	Yfh1-off respiration	M1AAP inhibition	ER stress rescue	Salmonella PhoP GFP	West Nile virus CPE	XIAP displacement	P. falciparum M17LAP	Siah-1 displacement
CC1(C)Cc2c(sc3nc(SCC(=O)NCc4ccccc4)n(-c4ccccc4)c(=O)c23)CS1	7%	i	0%	-0.2%	7%	-0.3%	-5.0%	-4%	1%
CCN(CC)S(=O)(=O)c1csc(C(=O)NCc2ccccc2)c1	0%	i	9%	-1.8%	0%	-0.7%	-3.5%	12%	-1%
O=c1cc(-c2ccccc2Cl)oc2c(Br)ccc(O)c12	-18%	i	5%	-2.3%	-2%	2.7%	-5.0%	-9%	8%
O=C(O)Cn1nc(C(F)(F)F)c2c1CCC2	8%	i	9%	-0.2%	-10%	0.3%	-2.4%	3%	-3%
Clc1cccc(CSc2ccc(-c3cccnc3)nn2)c1	-3%	x	7%	0.7%	-1%	x	-4.9%	5%	2%
O=C(Nc1ccsc1C(=O)NC1CCCCC1)c1ccccc1	5%	i	-6%	-2.2%	34%	0.6%	-5.0%	10%	4%
Cc1c(NC(=O)C(C)OC(=O)c2ccc([N+](=O)[O-])s2)c(=O)n(-c2ccccc2)n1C (stereo unspecified)	2%	i	-6%	0.4%	-15%	0.4%	-0.6%	10%	0%
COc1ccc(NC(=O)CCN2C(=O)/C(=C/c3ccc4c(c3)OCO4)SC2=S)cc1	x	i	10%	x	-13%	-0.2%	x	14%	9%
OC(CNCCCN1CCCCC1)COc1ccccc1 (stereo unspecified)	5%	i	6%	3.8%	3%	1.1%	-2.2%	9%	6%
CCOc1ccc(C(C)=O)cc1N1C(=O)C2C3C=CC(C3)C2C1=O (stereo unspecified)	1%	i	5%	3.2%	5%	-0.1%	-1.0%	9%	1%
CCC(=O)Oc1ccc(C(=O)Nc2c[nH]c(=O)[nH]c2=O)cc1	-14%	i	7%	-2.1%	-7%	0.8%	-7.0%	10%	-2%
COc1ccc2c(c1OC)C(=O)N(c1ccc(C)cc1)C2	x	i	5%	x	1%	-0.5%	x	4%	-2%
Cc1nc(-c2ccccc2)sc1-c1ccn[nH]1	-2%	i	13%	-2.1%	8%	0.0%	-1.3%	-2%	3%
Cc1cccc(Cc2nnc(CCC(=O)N(C)Cc3ccncc3C)o2)c1	-1%	i	10%	-0.7%	-4%	-1.4%	-5.0%	-6%	-7%
Cc1cccc(NCc2ccccc2O)c1C	26%	i	-3%	-3.3%	17%	0.0%	-1.1%	5%	5%
Nc1ccc(Br)cc1Br	x	i	-2%	x	-2%	0.5%	x	12%	7%
Cc1ccc(S(=O)(=O)NCC(c2cccnc2)N2CCOCC2)cc1 (stereo unspecified)	6%	i	2%	4.5%	2%	0.7%	-2.6%	-2%	2%
CN1CCc2c(C#N)c(N3CCOCC3)nc(NCC3CCCO3)c2C1 (stereo unspecified)	x	i	2%	x	-8%	-0.1%	x	-2%	-1%
O=C1NC2(CCCCCCC2)C(=O)N1Cc1ccc(F)cc1	x	i	5%	x	-11%	-0.1%	x	-2%	4%
CC1=C(C(=O)OC2CCCCC2)C(c2ccco2)C2=C(CC(C)(C)CC2=O)N1 (stereo unspecified)	8%	i	6%	-1.6%	8%	0.0%	-3.8%	7%	7%
Cc1ccc(NC(=S)NCCO)c(C)c1	15%	i	-1%	-2.7%	4%	0.0%	-3.2%	3%	2%
N#Cc1ccccc1Cn1c(=O)n(CCC(=O)NCc2ccco2)c(=O)c2ccccc21	-10%	i	2%	-2.4%	11%	-1.1%	-14%	-4%	5%
CC(=O)N1CCN(c2ccccc2NC(=O)c2ccc(-c3cccc([N+](=O)[O-])c3)o2)CC1	7%	i	11%	1.0%	-9%	-0.1%	-20%	-2%	5%
CC(C)CC(c1nnnn1CC1CCCO1)N1CCN(c2cccc(Cl)c2)CC1 (stereo unspecified)	0%	i	31%*	-2.0%	-15%	-0.3%	-2.2%	17%	3%
COc1cc(C2C(C#N)=C(N)Oc3cc(C)n(CCc4ccccc4)c(=O)c32)cc2c1OCO2 (stereo unspecified)	4%	i	5%	-1.9%	-4%	0.2%	-7.1%	20%	-2%
c1ccc(Cn2nnc3cnccc32)cc1	-1%	i	6%	-1.1%	21%	u	-3.2%	13%	-3%
Cc1nnc(SCC(=O)NC(=O)Nc2ccc3c(c2)OCCO3)s1	2%	i	3%	2.3%	5%	1.3%	0.9%	-5%	-1%
COc1ccc(S(=O)(=O)Nc2cc(C(=O)NC(C)C)ccc2N2CCOCC2)cc1	-2%	i	13%	0.0%	-3%	2.2%	-22%	4%	-4%
Cc1ccc(CNS(=O)(=O)c2ccccc2[N+](=O)[O-])cc1	-4%	i	1%	-0.3%	5%	-0.8%	-6.7%	-1%	1%
Cc1ccc(C(=O)NCCNC(=O)c2ccccc2)cc1	-1%	i	4%	2.4%	-11%	-0.2%	-7.8%	8%	0%
CC(OC(=O)C1CSC2(c3ccc(F)cc3)CCC(=O)N12)C(=O)NC(N)=O (stereo unspecified)	-6%	i	-1%	-2.6%	4%	0.8%	-11%	3%	0%
COc1ccc(-c2oc(NC(=O)CSc3nncn3C)c(C#N)c2-c2ccc(OC)cc2)cc1	1%	i	7%	-0.3%	-11%	1.2%	-5.1%	12%	1%
O=C(N/C(=C/c1ccco1)C(=O)N1CCCCCC1)c1cccs1	-4%	i	8%	0.5%	3%	0.4%	0.5%	30%	9%
O=C(COc1ccc(S(=O)(=O)NC2CCCC2)cc1)N1CCCCCC1	1%	i	8%	-1.2%	-2%	-0.1%	-6.8%	2%	5%
Cc1cccc(NC(=O)Cn2nnc(C(=O)NCc3ccco3)c2N)c1	-9%	i	3%	0.0%	-6%	-0.7%	-2.4%	37%	1%
CN(C)S(=O)(=O)c1cc(NC(=O)CSc2ncc(C(F)(F)F)cc2Cl)ccc1Cl	7%	i	4%	-3.2%	7%	-2.0%	-7.1%	9%	-1%
CN(c1nc2ccccc2n2c(-c3ccco3)nnc12)S(=O)(=O)c1ccccc1	-8%	i	-1%	-1.7%	-3%	0.7%	-3.6%	2%	-2%
O=C(c1cc2ccccc2oc1=O)N1CCOCC1	x	i	3%	x	-7%	0.2%	x	-4%	15%
COc1ccc(N(CC(=O)Nc2nc3ccc(C)cc3s2)S(=O)(=O)c2c(C)nn(C)c2C)cc1	4%	i	12%	-0.4%	-7%	0.0%	-4.7%	1%	3%
O=C(CNC(=O)c1ccc(-c2ccccc2)cc1)Nc1ccc(S(=O)(=O)Nc2ncccn2)cc1	x	i	-6%	x	-14%	0.3%	x	6%	-3%
Nc1nnc(SCC(=O)Nc2ccc3c(c2)OCCO3)s1	-2%	i	5%	0.9%	-3%	0.3%	-8.5%	29%	7%
CCCCC(=O)Nc1ccc(NC(=O)c2ccc3c(c2)OCO3)cc1OC	-17%	i	-8%	x	15%	0.0%	-3.8%	1%	-1%
CCCCc1cc(=O)oc2c(C)c(OCc3nn[nH]n3)ccc12	x	i	4%	x	1%	0.0%	x	7%	2%
Cn1c(C(O)c2ccc(Cl)cc2)nc(Cl)c1Cl (stereo unspecified)	2%	i	1%	-0.3%	28%	-0.2%	0.6%	2%	43%
C=CCNC(=O)c1cccc(NS(=O)(=O)c2ccc(Cl)cc2)c1	-7%	i	7%	-4.5%	-10%	-0.3%	-4.3%	-4%	2%
O=C(O)Cc1sc(Nc2ccc(F)cc2)nc1-c1cccs1	-42%	i	6%	-0.8%	14%	0.3%	-10%	4%	6%
Cc1ccsc1/C=N/NC(=O)c1ccco1	4%	i	9%	4.9%	8%	0.0%	2.3%	29%	-1%
CCn1c(SCC(=O)NC2CCCc3ccccc32)nnc1-c1ccncc1 (stereo unspecified)	-14%	i	-2%	-1.7%	6%	-0.2%	-9.4%	9%	2%

Individual results from the entries so far:
Under human PMI inhibitors, Cc1c(NC(=O)C(C)OC(=O)c2ccc([N+](=O)[O-])s2)c(=O)n(-c2ccccc2)n1C (stereo unspecified) is listed with 2%
Under P. falciparum M17LAP, O=C(COc1ccc(S(=O)(=O)NC2CCCC2)cc1)N1CCCCCC1 is listed with 2%

New compounds follow
SMILES	human PMI inhibitors	Yfh1-off respiration	M1AAP inhibition	ER stress rescue	Salmonella PhoP GFP	West Nile virus CPE	XIAP displacement	P. falciparum M17LAP	Siah-1 displacement
O=C1C2C(C(=O)N1Cc1ccco1)C1C=CC2C12CC2 (stereo unspecified)	14%	i	4%	-2.4%	4%	0.3%	-3.8%	-5%	-5%
COc1cccc(NC(=O)CC(C)=O)c1	-2%	i	-3%	0.0%	-8%	0.3%	-7.2%	-4%	7%
Cc1ccccc1N1CC(C(=O)Nc2nnc(SCC(=O)Nc3nccs3)s2)CC1=O (stereo unspecified)	-33%	i	6%	2.0%	3%	0.7%	-0.3%	7%	-11%
CCn1c(SCC(=O)Nc2cccc(F)c2)nnc1-c1cc2cc(Br)ccc2o1	12%	i	7%	-1.8%	0%	0.2%	-7.0%	-6%	4%
CC(C)(C)n1nc2c(c1NC(=O)Cc1ccccc1)CS(=O)(=O)C2	-2%	i	4%	x	-8%	-0.1%	0.3%	-12%	5%
C=CCc1ccccc1OCCCCN1CCCC1	4%	i	7%	-1.7%	5%	-0.2%	0.4%	19%	2%
O=C(NCc1csc2ccccc12)Nc1cc(Cl)cc(Cl)c1	x	i	-3%	x	-3%	-0.3%	x	11%	13%
CN(C)c1ccc(/C=N/Nc2ccc(-n3ccnc3)nn2)cc1	-117%	i	8%	1.1%	1%	1.4%	15%	7%	-2%
CCOCCCN1C(=O)CN(C2CCCCC2)C(=O)C1c1ccc(OCC)c(OC)c1 (stereo unspecified)	15%	i	-3%	-0.6%	2%	-0.8%	-3.1%	-6%	0%
Cc1ccc(C(O)(COC(=O)C(C)C)COC(=O)C(C)C)c(O)c1	1%	i	-4%	6.2%	6%	0.5%	0.7%	5%	-12%
Cc1ccccc1OCc1nnc(SCC(=O)N2c3ccccc3Sc3ccc(Cl)cc32)o1	12%	i	-6%	0.5%	-3%	-1.1%	-3.1%	-1%	-1%
CCOC(=O)C=C(C(=O)OCC)C(=O)OCC	0%	i	2%	-4.7%	7%	0.1%	-6.0%	-2%	4%
COc1ccc(-c2cc(C(=O)Nc3ccccc3N3CCOCC3)c3ccccc3n2)cc1OC	6%	i	23%	-1.0%	-10%	1.9%	-3.2%	9%	-5%
CCOC(=O)c1cnc(SCc2nc(N)nc(Nc3ccc(F)cc3)n2)nc1N	-2%	i	12%	-2.7%	7%	-0.1%	-6.0%	5%	-1%
CCC(C)c1ccc(NC(=O)C2CCN(c3ncccn3)CC2)cc1 (stereo unspecified)	7%	i	-1%	-2.7%	0%	-0.8%	-5.1%	14%	2%
